# inhibitors of VEEV: inhibitors of VEEV TC-83 cytopathic effect, confirmation, Vero cells (AID 588727); Vero cells, VEEV TC-83 cytopathic effect inhibition; higher % means a stronger effect; inhibition, % at 20 µM; hits with a dose series show IC50 in µM; actives 0.13% (n = 350,000); in the data active = a potency from the dose series; inconclusive = inhibition mostly from about 14% at the one dose, without a potency; inactive = the rest, 99 in 100 with inhibition below about 12%; also: strong numbers were not always called active
# M. tuberculosis HTS: M. tuberculosis growth inhibition, HTS (AID 449762); one-dose inhibition, % at 25 µM; IC50 in µM for titrated hits; actives 0.59% (n = 330,000); M. tuberculosis H37Rv growth inhibition, 7H9 media; higher % means a stronger effect; in the data active = a potency from the dose series; inconclusive = inhibition above about 70% without an active follow-up result;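 also: bacterial growth assessed after seven days of incubation; strong numbers were not always called active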
# tuberculosis growth: growth inhibition of non-replicating M. tuberculosis (AID 488890); actives 0.39% (n = 320,000); Mycobacterium tuberculosis non-replicating, growth inhibition; higher % means a stronger effect; inhibition, % at 25 µM, or IC50 in µM where a hit was titrated; in the data active = a potency from the dose series; inconclusive = inhibition mostly from about 82% at the one dose, without a potency; inactive = the rest, 99 in 100 with inhibition below about 76%;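 also: plate controls were DMSO cells for no effect and high antibiotic wells for full effect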
# influenza NS1A: H1N1 influenza NS1A inhibitors, functional cell based assay (AID 504329) | NS1A functional cell-based assay, percent inhibition; higher % means a stronger effect | one-dose inhibition, % at 12.5 µM; IC50 in µM for titrated hits | actives 0.3% (n = 340,000); in the data active = a potency from the dose series; inconclusive = inhibition above about 27% without an active follow-up result; also: strong numbers were not always called active
# PhoP GFP inhibition: Inhibition of PhoP regulon, Salmonella typhi GFP reporter cells, confirmation, 4 h (AID 1850). Salmonella Typhi PhoP-promoter GFP reporter, fluorescence, 4 h; higher % means a stronger effect. inhibition, % at 50 µM, or IC50 in µM where a hit was titrated. actives 0.33% (n = 310,000); in the data active = a potency from the dose series; inconclusive = inhibition mostly from about 25% at the one dose, without a potency; inactive = the rest, 99 in 100 with inhibition below about 19%;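 also: 0% = induced wells with vehicle and 100% = uninduced wells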
# inhibitors of VEEV 10K pilot screen: second read-out of inhibitors of VEEV, no call of its own (marks repeat the call); inhibition, %; measured here: 10K pilot screen inhibition
# * marks the source's active call; other numbers are inactive results; i = inactive; ? = inconclusive; . = not tested or not shown.
SMILES,inhibitors of VEEV,M. tuberculosis HTS,tuberculosis growth,influenza NS1A,PhoP GFP inhibition,others
NC(=O)C1CCN(S(=O)(=O)c2cc3c4c(c2)CCN4C(=O)CC3)CC1,0.5%,2%,-4%,-8%,14%,
Cc1cc2ncn(/N=C/c3ccc(-c4ccccc4)o3)c2cc1C,1.2%,-5%,39%,8%,-12%,
O=[N+]([O-])c1cccc(S(=O)(=O)NCCCn2ccnc2)c1,0.5%,0%,12%,5%,-5%,
Cc1cc(-c2nnc(-c3ccccc3)c(-c3ccccc3)n2)c(C)o1,0.5%,1%,31%,2%,1%,
CCOc1ccc(C(=O)CC(C(=O)O)N2CCN(Cc3ccccc3)CC2)cc1 (stereo unspecified),i,-9%,72%,3%,.,
COC(=O)C1=C(C)N(c2ccc(Cl)cc2)/C(=C/c2cccs2)C1=O,2.2%,-9%,3%,6%,-7%,
O=C(C1CC(=O)N(c2ccc(F)cc2)C1)N1CCCCCC1 (stereo unspecified),i,3%,15%,-4%,-4%,
CSCCC(NS(=O)(=O)c1ccc(Cl)cc1)C(=O)OCc1cccc(Cl)c1 (stereo unspecified),0.4%,6%,-2%,0%,2%,
CCC(OC(=O)c1cccs1)C(=O)NCc1ccco1 (stereo unspecified),3.0%,-4%,20%,-1%,-2%,
CCOc1cc(S(=O)(=O)NCCCN2CCOCC2)ccc1F,4.4%,-14%,-11%,-3%,-4%,
Cc1nnc2sc(-c3cccc4ccccc34)nn12,1.4%,-24%,6%,1%,-5%,
CCOC(=O)CNC(=O)OC1CCN2Cc3ccccc3N=C12 (stereo unspecified),0.4%,-2%,-8%,-16%,-8%,
CC(C)COc1cccc(C(=O)Nc2cc(S(=O)(=O)N3CCOCC3)ccc2N2CCCC2)c1,6.9%,.,.,-8%,.,
Cc1cc(C(=O)OCC(=O)N(C)c2ccccc2)c2ccccc2n1,3.4%,-1%,3%,-17%,.,
CC(C)NC(=O)Cn1c(SCC(=O)N2c3ccccc3CC2C)nc2ccccc21 (stereo unspecified),2.5%,-2%,35%,18%,-10%,
CC(C)COc1nc2c(c(=O)n(C)c(=O)n2C)n1C,1.0%,5%,-19%,-6%,-3%,
N#CCC(CNc1ncc(C(F)(F)F)cc1Cl)OC(=O)c1ccc(Cl)cc1Cl (stereo unspecified),0.5%,-6%,13%,-7%,3%,
Fc1ccc(NC(=S)NCCc2ccccc2)c(F)c1F,0.2%,6%,?,-1%,9%,
Cc1ccc2cc3cc(C(=O)NC4CCCCC4)oc3nc2c1,4.1%,8%,68%,-9%,3%,
COc1ccc(/C=N/NC(=O)C(=O)/C=C2\NC3(CCCC3)Cc3ccccc32)cc1,11%,-15%,43%,10%,-7%,
CCN1C(=O)NC(c2cc(Br)ccc2OC)C(C(=O)OC)=C1C (stereo unspecified),3.7%,-2%,12%,-12%,5%,
Cc1ccc(S(=O)(=O)N(C)C)cc1NC(=O)/C=C/c1cccs1,1.7%,7%,2%,-1%,7%,
C#Cc1ccc(C(=O)NCc2ccc(N3CCCC3=O)cc2)cc1,1.3%,-7%,14%,-1%,-1%,
CC1(C(=O)N/N=C/c2ccccc2)CC1(Cl)Cl (stereo unspecified),0.4%,10%,18%,-7%,-2%,
COc1ccc(C2c3cc(OC)c(OC)cc3CCN2C2CC(=O)N(c3ccccc3)C2=O)cc1OC (stereo unspecified),1.4%,-2%,22%,1%,-6%,

# Next results:
SMILES,inhibitors of VEEV,M. tuberculosis HTS,tuberculosis growth,influenza NS1A,PhoP GFP inhibition,others
O=C(Nc1ccc(F)cc1)Nc1ccc([N+](=O)[O-])cn1,2.2%,7%,18%,9%,-2%,
CCCCCCCC(=O)NN1CCOCC1,0.3%,-5%,-14%,1%,-7%,
Cc1[nH]n(C(N)=S)c(=O)c1N=Nc1cccc([N+](=O)[O-])c1C,2.3%,33%,62%,-16%,0%,
O=C(NCCCN1CCOCC1)c1cccnc1SCc1ccccc1Cl,0.8%,-9%,24%,7%,-4%,
CC(C)CCNC(=O)C1CCN(S(=O)(=O)c2ccc3c(c2)CCC(=O)N3)CC1,i,-9%,4%,0%,-4%,
O=C(/C=C/c1ccc2c(c1)OCO2)Nc1nc2ccc(F)cc2s1,i,-9%,-4%,3%,-8%,
CCOc1cc(S(=O)(=O)N2CCC(Cc3ccccc3)CC2)c(OCC)cc1-n1cnnn1,0.6%,9%,23%,8%,11%,
Cc1ccc(S(=O)(=O)N2CCOC2CNC(=O)C(=O)NCCc2c[nH]c3ccccc23)cc1 (stereo unspecified),4.0%,3%,32%,-5%,-1%,
CN(C)[C@@H]1C(=O)C(C(N)=O)=C(O)[C@@]2(O)C(=O)C3=C(O)c4c(O)ccc(Cl)c4[C@@H](O)[C@H]3C[C@@H]12,2.9%,?,75%,2%,?,
Cc1ccc(Nc2c(-c3ccccn3)nc3ccc(C)cn23)cc1,6.7%,?,?,21%,19%,
COc1cccc(C2/C(=C(/O)c3ccccc3)C(=O)C(=O)N2CCCC(=O)O)c1 (stereo unspecified),i,.,.,-9%,.,
O=C(NCC1CCCO1)/C(=C/c1ccccc1)NC(=O)c1ccccc1 (stereo unspecified),0.8%,-7%,-23%,2%,11%,
Fc1ccccc1NC(=S)N1CCC(c2ccccc2)C1 (stereo unspecified),i,1%,59%,-7%,-6%,
COc1ccc(CC(=O)N/N=C(\C)c2cccc(NC(=O)C3CC3)c2)cc1,1.5%,.,.,1%,.,
COc1cc2c(cc1NC(=O)Nc1ccccc1)oc1ccccc12,4.8%,36%,23%,3%,-5%,inhibitors of VEEV 10K pilot screen=2.9
O=C(c1ccc(Cl)cc1)C(CN1CCCCC1)c1ccccc1 (stereo unspecified),i,?,?,-9%,4%,
COc1cc(CN(C2CCCCC2C)S(=O)(=O)c2ccc(S(=O)(=O)NC3CC3)cc2)cc(OC)c1OC (stereo unspecified),6.8%,7%,57%,-3%,-2%,
CCN1C(=O)c2ccc(C(=O)NCc3ccco3)cc2C1=O,4.0%,-2%,6%,16%,2%,
Cc1ccc(C(=O)N2CC(C)SC2=Nc2cccc(S(=O)(=O)N(C)C)c2)cc1 (stereo unspecified),0.8%,1%,6%,1%,4%,
NC1=NC(=Nc2cccc(S(N)(=O)=O)c2)c2ccccc21,2.6%,-12%,-11%,-8%,21%,
CCOc1ccc(S(=O)(=O)N2CCCC2)cc1,i,-7%,10%,1%,2%,
O=C(O)C1C2C=CC(O2)C1C(=O)Nc1ccccn1 (stereo unspecified),4.2%,.,.,-5%,.,
CCCOc1cccc(C(=O)NCCNC(=O)c2cnccn2)c1,1.2%,2%,-7%,6%,8%,
CC(/C=C/c1ccccc1F)=N\NC(=O)C(C)C,1.0%,-2%,.,8%,-7%,
O=C(O)c1c(NC(=O)N(CCO)Cc2ccccc2)sc2c1CCCC2,i,-1%,-5%,-9%,2%,

# A draw from above in order of number of heavy atoms, lowest first:
SMILES,inhibitors of VEEV,M. tuberculosis HTS,tuberculosis growth,influenza NS1A,PhoP GFP inhibition,others
CCOc1ccc(S(=O)(=O)N2CCCC2)cc1,i,-7%,10%,1%,2%,
Fc1ccccc1NC(=S)N1CCC(c2ccccc2)C1 (stereo unspecified),i,1%,59%,-7%,-6%,
Cc1[nH]n(C(N)=S)c(=O)c1N=Nc1cccc([N+](=O)[O-])c1C,2.3%,33%,62%,-16%,0%,
O=C(NCC1CCCO1)/C(=C/c1ccccc1)NC(=O)c1ccccc1 (stereo unspecified),0.8%,-7%,-23%,2%,11%,

# The listing picks up, starting 2 compounds before the break.
SMILES,inhibitors of VEEV,M. tuberculosis HTS,tuberculosis growth,influenza NS1A,PhoP GFP inhibition,others
CC(/C=C/c1ccccc1F)=N\NC(=O)C(C)C,1.0%,-2%,.,8%,-7%,
O=C(O)c1c(NC(=O)N(CCO)Cc2ccccc2)sc2c1CCCC2,i,-1%,-5%,-9%,2%,
CSC1=NC(C(Cl)(Cl)Cl)N=C(c2ccccc2)N1 (stereo unspecified),i,0%,4%,-4%,-7%,
NC(=O)CC(NC(=O)c1ccc(Br)cc1)c1ccc(NC2CCCCCCC2)c([N+](=O)[O-])c1 (stereo unspecified),3.5%,?,12%,0%,6%,
COc1ccc(S(=O)(=O)NCc2cn3c(C)csc3n2)cc1F,5.9%,2%,3%,-4%,2%,inhibitors of VEEV 10K pilot screen=1.5
Cc1cc(N(CCCl)CCCl)ccc1C=Cc1ccncn1,2.6%,.,.,-15%,.,
NS(=O)(=O)c1ccc(CCNC(=O)COC(=O)CCc2ccccc2)cc1,0.6%,-3%,-1%,3%,10%,
COC(=O)C1C(c2ccc(OC)c(OC)c2)NC(c2ccc(OC)c(OC)c2)C(C(=O)OC)S1(=O)=O (stereo unspecified),0.3%,-4%,-17%,19%,-8%,
Cc1cc(C)cc(OCC(=O)N2Cc3ccccc3CC2C(=O)O)c1 (stereo unspecified),i,11%,3%,4%,3%,
Cn1c(=O)oc2cc(S(=O)(=O)CCC(=O)N3CCN(c4ccccc4F)CC3)ccc21,i,4%,11%,-11%,-18%,
CCNc1oc(-c2cccc3ccccc23)nc1C#N,1.5%,0%,-4%,0%,-9%,
COc1ccc(OCCSc2nc(-c3ccccc3)cc(=O)[nH]2)cc1,2.1%,-3%,3%,3%,-6%,
Cc1[nH]c2ccccc2c1C1(O)C(=O)N(C(C)C)c2ccccc21 (stereo unspecified),i,-1%,17%,1%,-15%,
CCOc1cc(CNc2ccc(CNc3ncn[nH]3)cc2)ccc1OCc1ccccc1,1.5%,-3%,9%,6%,-2%,
Cc1cc(C)n2cc(CSc3nnnn3C)nc2n1,0.6%,-4%,-15%,-3%,-1%,
COc1ccc(NC(=O)C2Cc3cccc(OC)c3O/C2=N\O)cc1 (stereo unspecified),0.2%,4%,-13%,-13%,8%,
O=C(Nc1ccc(O)cc1)c1ccc2c(c1)C(=O)N(Cc1ccccc1)C2=O,3.0%,-2%,-5%,9%,-11%,
COc1ccc(CCNCc2sccc2C)cc1OC,i,13%,9%,0%,4%,
CCn1c(O)c(/C=N/N=C2CCCC2)c2ccc(C3=NNC(=O)CC3)cc21,1.6%,-11%,-11%,3%,6%,
CCN1CCN(C(=O)c2ccc(CSc3ccc(C)cc3)cc2)CC1,0.3%,3%,13%,-6%,6%,
CN(C)C(CNC(=O)C1CCN(C(=O)/C=C/c2ccccc2)CC1)c1ccccc1 (stereo unspecified),0.6%,-1%,19%,8%,7%,
CCOc1cc(/C=N/NC(=O)CN2CCCCC2)ccc1OCc1ccc(Cl)cc1,0.5%,-5%,76%,-2%,-5%,
Cc1ccc(NCCC(=O)c2ccc(Cl)c(Cl)c2)cc1,i,?,?,11%,-3%,
CC(C)(C)C1CCC2(CC1)Nc1cccc3cccc(c13)N2,4.5%,29%,76%,4%,-1%,
CCCCC(=O)Nc1ccc(C(=O)OC2CCCCC2)cc1,0.1%,12%,8%,-2%,-1%,
CN(C(=O)Oc1ccc([N+](=O)[O-])cc1)c1ccccc1,i,3%,20%,6%,-2%,

# Taken from the entries so far, 5 compounds:
SMILES,inhibitors of VEEV,M. tuberculosis HTS,tuberculosis growth,influenza NS1A,PhoP GFP inhibition,others
COC(=O)C1C(c2ccc(OC)c(OC)c2)NC(c2ccc(OC)c(OC)c2)C(C(=O)OC)S1(=O)=O (stereo unspecified),0.3%,-4%,-17%,19%,-8%,
Cc1cc(C)cc(OCC(=O)N2Cc3ccccc3CC2C(=O)O)c1 (stereo unspecified),i,11%,3%,4%,3%,
Cn1c(=O)oc2cc(S(=O)(=O)CCC(=O)N3CCN(c4ccccc4F)CC3)ccc21,i,4%,11%,-11%,-18%,
CCNc1oc(-c2cccc3ccccc23)nc1C#N,1.5%,0%,-4%,0%,-9%,
COc1ccc(OCCSc2nc(-c3ccccc3)cc(=O)[nH]2)cc1,2.1%,-3%,3%,3%,-6%,

# Structures from the list above containing an NH in an aromatic ring, in the order listed:
SMILES,inhibitors of VEEV,M. tuberculosis HTS,tuberculosis growth,influenza NS1A,PhoP GFP inhibition,others
Cc1[nH]n(C(N)=S)c(=O)c1N=Nc1cccc([N+](=O)[O-])c1C,2.3%,33%,62%,-16%,0%,
Cc1ccc(S(=O)(=O)N2CCOC2CNC(=O)C(=O)NCCc2c[nH]c3ccccc23)cc1 (stereo unspecified),4.0%,3%,32%,-5%,-1%,
COc1ccc(OCCSc2nc(-c3ccccc3)cc(=O)[nH]2)cc1,2.1%,-3%,3%,3%,-6%,
Cc1[nH]c2ccccc2c1C1(O)C(=O)N(C(C)C)c2ccccc21 (stereo unspecified),i,-1%,17%,1%,-15%,
CCOc1cc(CNc2ccc(CNc3ncn[nH]3)cc2)ccc1OCc1ccccc1,1.5%,-3%,9%,6%,-2%,

# Screens: PubChem BioAssay, Southern Research Specialized Biocontainment Screening Center
